Screening results from PubChem BioAssay.
HTT cytoprotect = protects HTT-Q103 PC12 cells, measured by ATP; PC12 HTT-Q103 induced, cytoprotection, ATP luminescence, 40 h; Potency, µM (series often up to 56.4 µM), for the others: cytoprotection (ATP increase), usual class: activators; actives 0.14% (n = 230,000); AID 1471;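 further: % of control where 0% means no effect; nearly all actives have a fitted effect of over 45% in size; toxic huntingtin expression switched on by the ecdysone agonist tebufenozide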
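Cells were plated at 1500 per well in phenol red-free DMEM with 5% equine and 5% calf serum. Tebufenozide (100 nM final) and compounds were added, then ATPlite reagent, and luminescence was read.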
aGal spleen mod = inhibitors or activators of human alpha-galactosidase in spleen homogenate | P06280 | AID 2107 | Potency, µM (series often up to 80 µM), for inactives: at the top dose activity change, negative = inhibition, actives largely listed as inhibitors | actives 0.008% (n = 240,000) | human spleen homogenate, 4MU-alpha-Gal fluorescence, 40 min;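 further: 0% = enzyme with vehicle and -100% = no enzyme basal signal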
Target sequence (P06280 32-429 limits assumed): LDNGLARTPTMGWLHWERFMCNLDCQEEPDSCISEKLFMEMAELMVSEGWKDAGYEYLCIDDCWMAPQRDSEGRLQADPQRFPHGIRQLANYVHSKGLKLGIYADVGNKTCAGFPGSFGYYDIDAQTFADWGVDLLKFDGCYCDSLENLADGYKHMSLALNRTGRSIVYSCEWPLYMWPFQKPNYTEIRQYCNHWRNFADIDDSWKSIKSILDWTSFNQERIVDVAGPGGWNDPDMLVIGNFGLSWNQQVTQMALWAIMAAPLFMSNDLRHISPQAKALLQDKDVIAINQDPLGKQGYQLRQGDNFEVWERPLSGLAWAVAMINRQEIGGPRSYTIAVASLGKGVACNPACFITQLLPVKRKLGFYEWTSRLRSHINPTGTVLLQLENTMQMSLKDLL
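Inhibition or activation of alpha-galactosidase in human spleen homogenate is scored by 4-MU fluorescence after 40 min at 37C, pH 5.0, with 1 mM substrate. AC50s come from concentration-response fitted to the Hill equation.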
GAA inhib = blocks human lysosomal alpha-glucosidase. P10253. purified human GAA, 4-MU-alpha-glucoside fluorescence. Potency, µM (highest dose often 76.9 µM), without a hit: top-dose activity change, negative = inhibition, hits mostly inhibitors. actives 0.005% (n = 200,000);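 further: plate controls were uninhibited enzyme wells for no effect and no-enzyme background for full effect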
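Human alpha-glucosidase, 4 nM, pre-mixed with test compounds before 400 uM 4-methylumbelliferyl substrate; 20 min room temperature at pH 5.0. Fluorescence read after pH 10 stop; AC50 values from Hill-equation fits.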
Tau fluor counter = counter-screen for tau fibril formation inhibitors; Potency, µM (series often up to 57.7 µM), for inactives: at the top dose activity change, negative = decrease; actives 0.93% (n = 280,000); tau K18 P301L Alexa594 fluorescence, heparin fibrillization; AID 1463; further: on the % scale 0 is the no-effect control and ±100 the full control effect; nearly all actives have a fitted effect of over 55% in size
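Human tau K18 P301L (15 uM unlabeled, 0.24 uM Alexa 594-labeled) in 100 mM sodium acetate pH 7 with 20 uM heparin, 6 hr at 37 C. ThT 30 uM added, 1 hr ambient; Alexa 594 FP and total fluorescence read at 555/632 nm.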
aGlu spleen mod = lysosomal alpha-glucosidase (human) modulation; P10253; human spleen homogenate, 4-MU-alpha-glucoside fluorescence; Potency, µM (top dose mostly 79.9 µM), for inactives: at the top dose activity change, negative = inhibition, most hits filed as inhibitors; actives 0.006% (n = 240,000); AID 2112;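 further: 0% = enzyme with vehicle and -100% = no enzyme basal signal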
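Human spleen homogenate (1 ug) incubated with compounds and 1 mM 4-methylumbelliferyl-alpha-D-glucopyranoside in pH 5.0 citrate/phosphate buffer, 37 C, 40 min. Stopped at pH 10; 4-MU fluorescence (Ex 365/Em 440 nm); AC50 by Hill fit.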
Tau fibril ThT = tau fibrillization inhibition (ThT binding) | recombinant tau K18 P301L, heparin-induced fibrillization, ThT fluorescence | Potency, µM (doses to about 57.4 µM), for inactives: at the top dose activity, negative = inhibition, hits mostly inhibitors | actives 2.1% (n = 270,000); further: on the % scale 0 is the no-effect control and ±100 the full control effect; nearly all actives have a fitted effect of over 55% in size
Target sequence (P10636 561-689 P618L limits assumed): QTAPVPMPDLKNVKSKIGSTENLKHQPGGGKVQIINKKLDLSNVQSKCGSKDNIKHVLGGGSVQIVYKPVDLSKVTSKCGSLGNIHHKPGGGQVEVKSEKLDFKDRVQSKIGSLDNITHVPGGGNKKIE
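Fibril formation assay: tau K18 P301L at 15 uM with trace Alexa 594 label, heparin inducer 20 uM, pH 7 sodium acetate buffer, 37 C for 6 hr; endpoint ThT signal.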
Tau fibril FP = inhibitors of human tau fibril formation. Potency, µM (titrated, usually from 57.7 µM), inactives show top-dose activity, negative = inhibition, hits mostly inhibitors. actives 0.39% (n = 280,000). K18 P301L tau heparin fibrillization, Alexa594 FP, 6 h; further: on the % scale 0 is the no-effect control and ±100 the full control effect; nearly all actives have a fitted effect of over 55% in size
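Recombinant K18 P301L […], labeled with Alexa 594 at 0.24 uM over 15 uM unlabeled; heparin inducer 20 uM final; 37 C, 6 hr; FP endpoint.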
GAA glycogen mod = GAA glycogen-cleavage inhibition or activation; actives 0.38% (n = 300,000); recombinant GAA, glycogen substrate, Amplex Red glucose oxidase fluorescence; Potency, µM (titrated, usually from 76.4 µM), for the others: at the top dose activity change, negative = inhibition, usual class: inhibitors; P10253; AID 2100;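 further: 0% = full enzyme reaction and -100% = no-enzyme basal signal; the screen sought inhibitors and activators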
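Recombinant human enzyme (4 nM); glycogen substrate; 37 C, 40 min, pH 5.0. Readout: coupled glucose oxidase/Amplex Red fluorescence.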
The depositor's hits bear a star; ? = inconclusive; nt = no result given; [ ] = dose if it differs, or a comment. The call rests on the fitted dose curve; in most records, active means well fitted curve in the direction sought with a large enough effect; inconclusive means small, poorly fitted or top-dose-only effect, or another doubt; inactive means no such curve, though single readings can be large; an effect the other way counts as inactive or inconclusive. Potency means the concentration at half of the fitted maximal effect.

SMILES	HTT cytoprotect	aGal spleen mod	GAA inhib	Tau fluor counter	aGlu spleen mod	Tau fibril ThT	Tau fibril FP	GAA glycogen mod
CCOc1ccc(C(=O)N(Cc2sccc2C)C2CCS(=O)(=O)C2)cc1 (stereo not drawn)	nt	nt	nt	-12.7%	nt	-7.2%	5.0%	-4.4%[76.3 µM]
CCOc1ncccc1C(=O)Nc1ccc(S(=O)(=O)NC2=NCCCCC2)cc1	3.0%	4.3%	-4.9%	-0.5%	0.0%	-2.6%	-0.6%	-0.1%
COc1ccc(-c2nc(C(N)=O)c3[nH]c(=O)n(-c4cccc(C)c4)c3n2)c(OC)c1	5.5%	4.6%	2.3%	-2.3%	-4.0%	-5.1%	6.4%	-1.1%
Cc1cccc(C(=O)NC2=NC(c3ccc(Cl)cc3)CC(=O)N2)c1 (stereo not drawn)	nt	nt	nt	-15.5%	nt	-9.7%	-6.2%	1.7%[76.3 µM]
Cc1cc(=O)oc2cc(OC(C)C(=O)Nc3ccc(N4CCOCC4)cc3)ccc12 (stereo not drawn)	-23.5%	7.3%	4.9%	-8.3%	?	?	-4.2%	-4.8%
Cn1c(SCC(=O)c2c(N)n(C)c(=O)n(C)c2=O)nnc1-c1ccccc1F	-2.4%[10 µM]	6.0%	?	11.1%	8.9%	8.1%	9.3%	29.4%
Cc1noc(C)c1C(=O)OCC(=O)Nc1c(F)cccc1F	-4.6%	-4.9%	6.7%	-0.6%	2.9%	0.5%	-6.2%	3.7%
Cc1ccc(-c2cc(C(F)(F)F)nc(SCC(=O)c3cccc([N+](=O)[O-])c3)n2)cc1	33.1%	9.1%	-2.1%	?	1.7%	-2.8%	2.2%	-5.1%
CC1(C)Cc2nc(Cl)c(C(N)=O)cc2CO1	9.5%[10 µM]	-1.2%	nt	-3.9%	-0.6%	-1.9%	-8.7%	4.8%
CCOC(=O)C1C(=O)CC(C)(O)C(C(=O)OCC)C1c1ccco1 (stereo not drawn)	11.2%	-2.1%	2.5%	-6.7%	-3.9%	-7.6%	-2.6%	-0.6%
Cc1nc2ccccc2c(=O)n1NS(C)(=O)=O	-1.9%	-2.2%	-4.2%	1.3%	-6.5%	6.1%	1.0%	-1.7%
O=C(O)CC(NC(=O)C(F)(F)F)c1ccc2c(c1)OCO2 (stereo not drawn)	-44.3%	-2.0%	8.5%	5.7%	-1.5%	2.2%	3.3%	8.2%
O=S(=O)(c1cccc(-c2n[nH]c(=S)n2Cc2ccccc2)c1)N1CCOCC1	6.1%[10 µM]	0.0%	nt	-11.2%	-9.8%	-9.1%	-7.4%	-1.1%
Cc1ccc(C)c(N2CC(=O)N(c3cc(C)ccc3C)CC2=O)c1	9.9%[10 µM]	-0.2%	-11.7%	4.6%	2.2%	-3.0%	2.5%	2.4%
Cc1ccccc1Cn1c(CN2CCN(C(=O)c3ccco3)CC2)nc2c1c(=O)n(C)c(=O)n2C	12.1%[10 µM]	-0.2%	?	0.7%	1.9%	-0.2%	-7.1%	2.3%
COc1cccc(N/N=C/c2cccc(Br)c2O)c1	-14.2%[10 µM]	6.0%	nt	17.8µM*[quencher]	3.6%	17.8µM*	0.1%	?
Cc1cc(C)c(S(C)(=O)=O)c(Oc2ccc(F)cc2)n1	-16.2%	3.4%	0.1%	-1.2%	-1.1%	-4.9%	5.1%	7.7%
COc1ccc(CNC(=O)c2ccc3c(c2)N(Cc2ccccc2F)C(=O)c2ccccc2S3(=O)=O)cc1	nt	nt	nt	-22.1%	nt	6.8%	?	8.7%[76.3 µM]
COc1ccc(N2CCN(c3cc(C)c4ccc(C)cc4n3)CC2)cc1	-23.1%	9.4%	-3.3%	?	1.9%	?	5.2%	-13.9%
CC(C)N1CC=C2C(C#N)=C(N)C(C#N)(C#N)C(c3ccccc3)C2C1 (stereo not drawn)	-21.8%	12.6%	?	-18.3%	-1.5%	?	?	19.9%
CCOC(=O)CSC1=NC(=O)/C(=C\c2ccc(OC(C)=O)cc2)S1	-48.4%[inhibitor]	-11.5%	-3.8%	-22.3%	-2.7%	?	-19.6%	3.5%
COc1ccc([N+](=O)[O-])cc1NC(=S)NC(=O)C(C)(C)C	nt	0.1%	8.1%	-9.7%	6.5%	-0.7%	0.9%	-11.8%
Cc1ccc(O)c(N=Nc2ccc(S(=O)(=O)N3CCCC3)cc2)c1	11.8%[10 µM]	14.4%	nt	?	-11.3%	nt	10.4%	7.8%
Cc1occc1-c1nnc(SCC(=O)N2CCN(c3ccccc3)CC2)n1C	-12.8%[10 µM]	-9.4%	-3.5%	-4.1%	-4.5%	-3.5%	8.1%	-1.8%
CCOc1ccc(NC(=O)C(Cc2ccccc2)NC(=O)C2CCCCC2)cc1 (stereo not drawn)	-20.1%[10 µM]	4.3%	-1.6%	-13.5%	-5.1%	-12.8%	-7.0%	-4.0%
CCc1nnc(NC(=O)c2ccc(S(=O)(=O)NCC(C)C)cc2)s1	14.8%[10 µM]	10.0%	0.4%	0.8%	6.3%	-5.2%	6.7%	2.2%
Cc1nc2cc(CO)ccc2n1C	4.3%[10 µM]	-5.9%	4.8%	-2.4%	1.3%	-4.3%	7.4%	3.5%
CC(O)CNCCOc1cccc(Oc2ccccc2)c1 (stereo not drawn)	-19.3%	-7.6%	13.8%	-15.3%	-3.5%	-13.2%	-5.0%	23.2%
O=C(c1cnsn1)N1CCC(CO)(Cc2cccc(F)c2)CC1	-33.8%[inhibitor]	-3.5%	2.0%	-4.5%	-10.5%	-6.6%	1.6%	3.3%
C/C(=N\NC(=O)CSc1nc2ccccc2s1)c1ccco1	0.1%[10 µM]	0.0%	?	-8.1%	4.0%	?	-5.2%	3.5%
CCOC(=O)N1CCN(C(=O)c2cnn3ccccc23)CC1	4.9%	2.0%	-4.1%[15.4 µM]	-2.9%	0.2%	-5.7%	-1.5%	6.3%
COc1cccc(-c2nc(CS(=O)(=O)CC(=O)N3CCc4ccccc43)c(C)o2)c1	-12.8%	-1.2%	-4.1%	-10.0%	-4.9%	-7.1%	8.6%	-4.9%
CCNC(=O)C1Cc2ccccc2CN1S(=O)(=O)c1ccc(F)cc1 (stereo not drawn)	-15.4%[10 µM]	-6.1%	nt	-3.5%	-9.1%	nt	-1.8%	1.7%
COC(=O)c1cc(NCc2cccs2)ccc1N1CCOCC1	-7.5%	4.4%	-9.5%	-20.7%	7.7%	?	3.2%	?
O=C(/C=C/c1cccc([N+](=O)[O-])c1)NCCSCc1ccco1	nt	5.5%	4.0%	-22.7%	7.0%	-19.8%	4.2%	-5.7%
CC(=O)c1ccc(N2CCN(C(=O)CCCn3c(=O)[nH]c4ccsc4c3=O)CC2)cc1	nt	nt	nt	-10.1%	nt	?	-7.6%	-12.5%
Cc1cc(C)cc(NC(=O)CN2C(=O)CSc3ccc(S(=O)(=O)N4CCCC4)cc32)c1	nt	nt	nt	-17.1%	nt	13.6%	5.3%	-3.4%[76.3 µM]
CCn1c2ccccc2c2cc(NC(=O)CSc3nnc(-c4ccc(OC)cc4)n3N)ccc21	-17.8%	-5.3%	-4.5%	?	-1.5%	?	2.0%	2.0%
COc1ccc(C2=C(C#N)C(=O)OC2)cc1	-26.4%	-0.9%	8.0%	-6.8%	-4.9%	?	-8.3%	17.5%
O=C(Nc1ccccc1)N1C2CCC1CC(O)(c1cccnc1)C2 (stereo not drawn)	-3.2%	-14.2%	-2.6%	-2.7%	-2.5%	6.8%	0.7%	16.1%
COc1ccccc1NC(=O)N1CCc2c([nH]c3ccccc23)C1C(F)(F)F (stereo not drawn)	21.8%[10 µM]	-14.0%	-13.6%	?	-1.4%	-15.7%	-11.3%	-3.9%
Cc1ccccc1C(=O)NC(=S)NCCN1CCOCC1	20.1%[10 µM]	2.7%	0.8%	-3.1%	-1.5%	-6.9%	-1.8%	-2.0%
COc1ccccc1OC(=O)c1ccc2nsnc2c1	-14.0%[10 µM]	8.5%	-0.2%	-4.1%	4.1%	-4.4%	3.6%	3.5%
O=[N+]([O-])c1ccc2nc(-c3ccccc3)cc(-c3ccccc3)c2c1	-6.0%[10 µM]	-8.1%	0.8%	-7.6%	-5.3%	-0.6%	7.1%	12.5%
O=c1c2ccccc2nc2n1C(CSc1ccc(Br)cc1)CN2 (stereo not drawn)	7.7%	-5.1%	1.0%	1.7%	-1.2%	7.3%	-7.2%	7.7%

An excerpt from above in order of length of the SMILES, falling:
SMILES	HTT cytoprotect	aGal spleen mod	GAA inhib	Tau fluor counter	aGlu spleen mod	Tau fibril ThT	Tau fibril FP	GAA glycogen mod
CCn1c2ccccc2c2cc(NC(=O)CSc3nnc(-c4ccc(OC)cc4)n3N)ccc21	-17.8%	-5.3%	-4.5%	?	-1.5%	?	2.0%	2.0%
O=C(/C=C/c1cccc([N+](=O)[O-])c1)NCCSCc1ccco1	nt	5.5%	4.0%	-22.7%	7.0%	-19.8%	4.2%	-5.7%
CCOC(=O)N1CCN(C(=O)c2cnn3ccccc23)CC1	4.9%	2.0%	-4.1%[15.4 µM]	-2.9%	0.2%	-5.7%	-1.5%	6.3%

Next section
SMILES	HTT cytoprotect	aGal spleen mod	GAA inhib	Tau fluor counter	aGlu spleen mod	Tau fibril ThT	Tau fibril FP	GAA glycogen mod
Cc1ccc(-c2nnc(Cc3ccc([N+](=O)[O-])cc3)o2)cc1	-152.0%[inhibitor]	-3.2%	6.7%	-22.8%	-0.7%	?	1.1%	4.4%
Cc1ccc(NC(=O)CC2=NC(=O)C(CC(=O)Nc3ccccc3C)S2)cc1 (stereo not drawn)	nt	-2.5%	0.3%	?	-1.7%	-5.0%	?	25.0%
Cc1ccc(C(=O)c2sc3c(c2N)c(=O)[nH]c(=O)n3CCc2ccccc2)cc1	12.3%[10 µM]	9.8%	-3.5%	5.8%	7.7%	0.3%	5.6%	-3.2%
CCOc1ccccc1CNS(=O)(=O)c1ccc2c(c1)oc(=O)n2C	-13.7%	3.1%	-12.3%	-10.0%	8.5%	-9.1%	0.8%	-27.3%

Structures from the list above that contain a cyano group (2):
SMILES	HTT cytoprotect	aGal spleen mod	GAA inhib	Tau fluor counter	aGlu spleen mod	Tau fibril ThT	Tau fibril FP	GAA glycogen mod
CC(C)N1CC=C2C(C#N)=C(N)C(C#N)(C#N)C(c3ccccc3)C2C1 (stereo not drawn)	-21.8%	12.6%	?	-18.3%	-1.5%	?	?	19.9%
COc1ccc(C2=C(C#N)C(=O)OC2)cc1	-26.4%	-0.9%	8.0%	-6.8%	-4.9%	?	-8.3%	17.5%

Compounds as they come; overall some 3.3% were active at least once.
